M. tuberculosis HTS = M. tuberculosis growth inhibition, HTS (AID 449762). M. tuberculosis H37Rv growth inhibition, 7H9 media; higher % means a stronger effect. inhibition, % at 25 µM; hits with a dose series show IC50 in µM. hit rate 0.59% among 330,000; in the data active = a potency from the dose series; inconclusive = inhibition above about 70% without an active follow-up result;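 note: bacterial growth assessed after seven days of incubation; strong numbers were not always called active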
tuberculosis growth = growth inhibition of non-replicating M. tuberculosis (AID 488890) | Mycobacterium tuberculosis non-replicating, growth inhibition; higher % means a stronger effect | inhibition, % at 25 µM, or IC50 in µM where a hit was titrated | hit rate 0.39% among 320,000; in the data active = a potency from the dose series; inconclusive = inhibition mostly from about 82% at the one dose, without a potency; inactive = the rest, 99 in 100 with inhibition below about 76%;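 note: plate controls were DMSO cells for no effect and high antibiotic wells for full effect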
PhoP GFP inhibition = PhoP regulon inhibitors, Salmonella typhi PhoP promoter GFP reporter, confirmatory (AID 1850); inhibition, % at 50 µM; hits with a dose series show IC50 in µM; hit rate 0.33% among 310,000; Salmonella Typhi PhoP-promoter GFP reporter, fluorescence, 4 h; higher % means a stronger effect; in the data active = a potency from the dose series; inconclusive = inhibition mostly from about 25% at the one dose, without a potency; inactive = the rest, 99 in 100 with inhibition below about 19%;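 note: 0% = induced wells with vehicle and 100% = uninduced wells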
inhibitors of VEEV = inhibitors of VEEV TC-83 cytopathic effect, confirmation, Vero cells (AID 588727). Vero cells, VEEV TC-83 cytopathic effect inhibition; higher % means a stronger effect. one-dose inhibition, % at 20 µM; IC50 in µM for titrated hits. hit rate 0.13% among 350,000; in the data active = a potency from the dose series; inconclusive = inhibition mostly from about 14% at the one dose, without a potency; inactive = the rest, 99 in 100 with inhibition below about 12%; note: strong numbers were not always called active
H1N1 NS1A inhibition = H1N1 influenza NS1A inhibitors, functional cell based assay (AID 504329) | NS1A functional cell-based assay, percent inhibition; higher % means a stronger effect | inhibition, % at 12.5 µM; hits with a dose series show IC50 in µM | hit rate 0.3% among 340,000; in the data active = a potency from the dose series; inconclusive = inhibition above about 27% without an active follow-up result; note: strong numbers were not always called active
inhibitors of VEEV 10K pilot screen = also measured in inhibitors of VEEV; calls as there; inhibition, %; measured here: 10K pilot screen inhibition
* = called active by the depositor; i = inactive; ? = inconclusive; / = not tested or not shown.

SMILES	M. tuberculosis HTS	tuberculosis growth	PhoP GFP inhibition	inhibitors of VEEV	H1N1 NS1A inhibition	others
O=C(COC(=O)c1cc(Cl)nc(Cl)c1)NC1CCCCCC1	6%	24%	/	1.8%	0%
COc1ccc(Nc2nc(N)nc(CN3CCc4ccccc4C3)n2)cc1	7%	72%	2%	2.4%	2%
Cc1ccccc1C(=O)O/N=C1\CCS(=O)(=O)c2sccc21	0%	-6%	-3%	1.6%	-4%
CC(C)c1ccc2c(c1)C(N1CCNCC1)Cc1ccc(F)cc1S2 (stereo not drawn)	?	i	19%	i	/
Cc1ccc(/C=C2\SC(=S)N(c3c(C)n(C)n(-c4ccccc4)c3=O)C2=O)cc1	-3%	-3%	-7%	3.9%	3%
CN(C(=O)Nc1ccccc1)n1cnc2ccccc2c1=O	1%	-22%	2%	1.3%	0%
Cc1ccc(C)c(S(=O)(=O)N2CCN(C(=O)C(C)Sc3ccccc3)CC2)c1 (stereo not drawn)	3%	6%	-8%	5.7%	2%
C=C(C)C1CC=C(C)/C(=N/NC(=O)c2cccs2)C1 (stereo not drawn)	-4%	0%	-1%	i	14%
CCN/N=C(\Cc1nc2ccccc2[nH]1)c1ccccc1	19%	6%	-40%	5.8%	-10%
COC(=O)\C(C(C)=O)=C(/C=C/C=C/C=C/N(C)C)N(C)C	5%	-7%	6%	1.3%	11%
Cc1sc2nc(SCc3nc(-c4ccccc4)no3)n(-c3ccccc3)c(=O)c2c1C	/	/	/	2.8%	-12%
O=C(NCCN1CCOCC1)C1CCCN(S(=O)(=O)c2ccc(F)cc2)C1 (stereo not drawn)	-1%	-5%	-11%	1.2%	-7%
Cc1ccc(NC(=O)c2ccc3c(c2)CCN3S(C)(=O)=O)c(C)c1	-2%	-9%	2%	1.7%	1%
S=C(NCCc1ccccn1)Nc1cccc(Cl)c1	-14%	31%	11%	2.0%	-7%
O=C(CCCOc1ccc(Cl)cc1Cl)Nc1ccc(O)cc1C(=O)O	17%	70%	14%	0.7%	-1%
Cn1c(=O)c2[nH]c(SCC(=O)c3ccc(F)cc3)nc2n(C)c1=O	-3%	-4%	5%	2.2%	4%
Cc1cnc(C(=O)Nc2ccc(C)c(S(=O)(=O)N3CCCCC3)c2)cn1	-10%	-6%	/	0.5%	-15%
CC(=O)c1c(OCC(=O)O)ccc2c(C)cc(=O)oc12	-11%	-7%	-4%	1.2%	3%
CC1(C)CC2(C)Nc3ccccc3N2C(=S)N1 (stereo not drawn)	-1%	-7%	1%	0.3%	7%
O=C(NCc1ccc2c(c1)OCO2)C1CC(=O)N(CCc2ccccc2)C1 (stereo not drawn)	2%	/	4%	1.9%	5%
C=CCn1c(CNc2ccccc2)nnc1SCC(=O)N/N=C/c1ccc(O)cc1O	-3%	-13%	1%	1.3%	20%
COc1ccc(OC)c(NC(=O)CS(=O)(=O)c2ccccc2)c1	24%	23%	-13%	0.7%	0%
CN(C)c1ccc(N2C(=NC(=O)CCc3ccccc3)SC3CS(=O)(=O)CC32)cc1 (stereo not drawn)	5%	1%	-22%	0.9%	9%
O=C(CCN1C(=O)c2ccccc2C1=O)Nc1cccnc1	2%	1%	2%	i	-14%

Brought forward from above: seven compounds, followed by the next part.
SMILES	M. tuberculosis HTS	tuberculosis growth	PhoP GFP inhibition	inhibitors of VEEV	H1N1 NS1A inhibition	others
CC(=O)c1c(OCC(=O)O)ccc2c(C)cc(=O)oc12	-11%	-7%	-4%	1.2%	3%
CC1(C)CC2(C)Nc3ccccc3N2C(=S)N1 (stereo not drawn)	-1%	-7%	1%	0.3%	7%
O=C(NCc1ccc2c(c1)OCO2)C1CC(=O)N(CCc2ccccc2)C1 (stereo not drawn)	2%	/	4%	1.9%	5%
C=CCn1c(CNc2ccccc2)nnc1SCC(=O)N/N=C/c1ccc(O)cc1O	-3%	-13%	1%	1.3%	20%
COc1ccc(OC)c(NC(=O)CS(=O)(=O)c2ccccc2)c1	24%	23%	-13%	0.7%	0%
CN(C)c1ccc(N2C(=NC(=O)CCc3ccccc3)SC3CS(=O)(=O)CC32)cc1 (stereo not drawn)	5%	1%	-22%	0.9%	9%
O=C(CCN1C(=O)c2ccccc2C1=O)Nc1cccnc1	2%	1%	2%	i	-14%
CCN(CC)c1ccc(N2C(=NC(=O)C3CCCO3)SC3CS(=O)(=O)CC32)cc1 (stereo not drawn)	10%	1%	-1%	3.4%	2%
CCn1cc(C(=O)O)c(=O)c2cnc(N3CCN(C(=S)NC(=O)c4ccccc4Cl)CC3)nc21	6%	21%	6%	/	/
CCCOc1cccc(C(=O)N(Cc2cccs2)C2CCS(=O)(=O)C2)c1 (stereo not drawn)	-6%	-7%	8%	0.1%	1%
CCOC(=O)N1CCC(NC(=O)c2cnn3ccccc23)CC1	0%	/	-9%	1.8%	-2%
O=C(CN1C(=O)COc2ccc(Cl)cc21)N1CCOCC1	-12%	-6%	-5%	0.4%	-6%
CCOC(=O)C1CCCN(C(=O)c2cn(C)c(=O)c3cc(OC)c(OC)cc23)C1 (stereo not drawn)	1%	-6%	-11%	2.6%	4%
CC(C)CCn1cnc2c(sc3nc4c(cc32)CSC(C)(C)C4)c1=O	-11%	-3%	3%	1.0%	5%
Cc1cccc(-n2ccnc2SCC(=O)Nc2cccc(S(=O)(=O)NC3=NCCC3)c2)c1C	/	/	/	14%	1%
COc1ccc(N2C(=O)CC(C3CCCO3)C2=O)cc1 (stereo not drawn)	7%	-6%	-3%	0.9%	-9%
Cc1cccc(NCc2nc(SCC(=O)Nc3ccccc3)n[nH]2)c1	-9%	64%	-2%	i	3%
Cc1nnc(SCC(=O)NC2CCCCC2)n1N	3%	17%	/	i	2%
O=C(NNc1c(Cl)cccc1Cl)c1ccno1	-11%	-5%	-18%	1.1%	-23%
Cc1c(Cl)cccc1NC(=O)CN1CCN(CCN=CC2=C(O)CC(c3ccccc3)CC2=O)CC1 (stereo not drawn)	-3%	-3%	0%	0.5%	6%	inhibitors of VEEV 10K pilot screen=0.0
COc1ccc(S(=O)(=O)N2CCCCC2)cc1C(=O)N1CCCC1	-2%	-4%	-1%	0.4%	-9%
CCCn1ncc(OC)c(Cl)c1=O	6%	3%	4%	2.1%	-2%
CC(N)c1ccc(Cl)cc1Cl (stereo not drawn)	27%	-7%	-9%	0.2%	1%
Nc1c2c(nc3ccc(Br)cc13)N(Cc1ccccc1)CC2	2%	29%	0%	7.0%	6%
CNCC(O)c1cc(OCc2ccccc2)c(OCc2ccccc2)cc1F (stereo not drawn)	60%	?	0%	i	3%	inhibitors of VEEV 10K pilot screen=7.8
Cc1ccc(NC(=O)/C(C#N)=C/c2cc(C)n(-c3ccc(N4CCOCC4)c([N+](=O)[O-])c3)c2C)c(C)c1	-1%	-13%	0%	1.1%	9%
NC(=O)c1ccccc1NC(=O)Nc1ccc(F)c(Cl)c1	-2%	8%	-7%	0.7%	5%
CCCCOC(=O)Cc1c(O)c2ccccc2[nH]c1=O	10%	-13%	-4%	3.0%	-5%
O=C(CSc1nc2c(c(=O)n1-c1ccccc1)SCC2)N1CCOCC1	-2%	-1%	6%	0.4%	0%
CN(C)N=Nc1nc2c(c(=O)n(C)c(=O)n2C)n1CC1CO1 (stereo not drawn)	5%	0%	6%	22µM*	/
CCOC(=O)c1[nH]c2ccc(OC)cc2c1NC(=S)N1CCN(C(=O)OCC)CC1	6%	2%	5%	0.1%	8%
CC(Sc1ccccc1)C(=O)NCC1COc2ccccc2O1 (stereo not drawn)	10%	2%	-9%	1.3%	-9%
CC(=O)Nc1cccc(-c2cn3ccc(C)cc3n2)c1	0%	20%	-6%	3.8%	-2%
Cn1cccc1CNCCc1ccc(F)cc1	-7%	5%	-19%	i	5%
O=C(NC1CCCC1)C(NS(=O)(=O)c1ccc(Br)s1)c1ccccc1 (stereo not drawn)	1%	-11%	-13%	0.9%	-3%
COc1ccc(CN(CC2CCC(C(=O)O)CC2)C(=S)Nc2ccc(C)c(Cl)c2)cc1 (stereo not drawn)	4%	28%	5%	0.9%	0%
COC(=O)[C@]1(Cc2ccccc2)N[C@H](CN(C)C(=O)NC(C)C)[C@@H]2C(=O)N(Cc3ccccc3)C(=O)[C@@H]21	7%	13%	/	0.3%	-8%
COc1ccc(NC(=O)c2cc3nc(-c4ccccc4)cc(-c4ccccc4)n3n2)c(OC)c1	1%	-13%	-20%	6.2%	-1%	inhibitors of VEEV 10K pilot screen=0.7
O=C(Cn1nnc(-c2cc(Cl)ccc2-n2cnnn2)n1)N1CCCc2ccccc21	-3%	?	-11%	0.1%	10%
O=C(CSc1nc2ccccc2c(=O)n1CCCN1CCOCC1)NC12CC3CC(CC(C3)C1)C2	-4%	48%	2%	4.0%	-23%
COc1ccc(S(=O)(=O)NC2CC2)cc1Br	5%	20%	-6%	i	-2%
O=C(CSc1ccc2nnc(-c3cccnc3)n2n1)Nc1ccccc1C(F)(F)F	-1%	1%	-5%	5.7%	-10%
Cc1ccc(C)c(S(=O)(=O)N2CCCCC2CCNC(=O)C(=O)NCCc2ccco2)c1 (stereo not drawn)	16%	30%	6%	0.4%	0%

By substructure: the entries above containing bromine.
SMILES	M. tuberculosis HTS	tuberculosis growth	PhoP GFP inhibition	inhibitors of VEEV	H1N1 NS1A inhibition	others
Nc1c2c(nc3ccc(Br)cc13)N(Cc1ccccc1)CC2	2%	29%	0%	7.0%	6%
O=C(NC1CCCC1)C(NS(=O)(=O)c1ccc(Br)s1)c1ccccc1 (stereo not drawn)	1%	-11%	-13%	0.9%	-3%
COc1ccc(S(=O)(=O)NC2CC2)cc1Br	5%	20%	-6%	i	-2%

Further entries:
SMILES	M. tuberculosis HTS	tuberculosis growth	PhoP GFP inhibition	inhibitors of VEEV	H1N1 NS1A inhibition	others
C=CCn1c(C)cc(C(=O)COC(=O)CNC(=O)c2ccccc2)c1C	-3%	-10%	0%	0.9%	1%
O=c1[nH]c(C2CCN(S(=O)(=O)c3ccc([N+](=O)[O-])cc3)CC2)nc2c1nnn2Cc1ccccc1	13%	-2%	5%	2.3%	5%
O=C(NCc1ccncc1)C1CCN(S(=O)(=O)c2ccc(F)cc2)CC1	6%	-16%	-14%	i	-4%
Nc1c(C(=O)OCC2CCCO2)c2nc3ccccc3nc2n1C1CCCC1 (stereo not drawn)	55µM*	35%	-8%	8.0%	-2%
Cc1cc2c(nn1)CCc1nonc1-2	-12%	-1%	6%	i	-3%
COc1ccccc1NC(=O)N(CCN1CCCC1)Cc1cc2cc(C)ccc2[nH]c1=O	-2%	23%	-2%	1.8%	2%
Cc1ccc(C)c(NC(=O)C(C)N2C(=O)c3ccccc3C2=O)c1 (stereo not drawn)	-8%	8%	-7%	i	-8%
CCCn1c(SCC(=O)c2[nH]c(C)c(C(C)=O)c2C)n[nH]c1=O	3%	0%	1%	2.1%	13%
COc1ccccc1NC(=O)C(Sc1ccccc1)c1ccccc1 (stereo not drawn)	6%	18%	-2%	i	-4%
Cc1cc([N+](=O)[O-])ccc1Nc1nc2ccccc2n2cnnc12	-1%	8%	-6%	2.9%	-21%
CN1C(=S)N(c2cccnc2)C(=O)/C1=C\c1ccc(C(C)(C)C)cc1	?	78%	-17%	0.8%	7%
CCOC(=O)C1(CCCc2ccccc2)CCN(CC(O)CO)CC1 (stereo not drawn)	-2%	8%	3%	i	1%
COc1ccccc1CNC(=O)CSc1nc(C)cs1	-6%	-6%	-5%	i	-5%
COc1cccc(OCCSc2nc3ccccc3c(=O)[nH]2)c1	-4%	-5%	5%	5.9%	-4%
COc1ccc(OC)c(C(C)NC(=O)C(C)n2cc([N+](=O)[O-])cn2)c1 (stereo not drawn)	-3%	22%	/	1.6%	-10%
O=C(NCCCl)Nc1ccccc1NS(=O)(=O)c1cccs1	-1%	-2%	/	9.0%	-10%

Some of these compounds in order of SMILES length, lowest first.
SMILES	M. tuberculosis HTS	tuberculosis growth	PhoP GFP inhibition	inhibitors of VEEV	H1N1 NS1A inhibition	others
COc1cccc(OCCSc2nc3ccccc3c(=O)[nH]2)c1	-4%	-5%	5%	5.9%	-4%
CN1C(=S)N(c2cccnc2)C(=O)/C1=C\c1ccc(C(C)(C)C)cc1	?	78%	-17%	0.8%	7%
COc1ccc(OC)c(C(C)NC(=O)C(C)n2cc([N+](=O)[O-])cn2)c1 (stereo not drawn)	-3%	22%	/	1.6%	-10%
